Bioassay records from PubChem BioAssay.
Vif-APOBEC3G blk: inhibitors of Vif-APOBEC3G interaction. HeLa A3G-eYFP + Vif (tagged APOBEC3G with the HIV-1 protein that degrades it), YFP fluorescence, overnight. Potency, µM (series often up to 46.1 µM), for the others: at the top dose activity, negative = active, usual class: inhibitors. actives 0.076% (n = 410,000);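 further: potency means the concentration at half of the fitted maximal effect; on the % scale 0 is the no-effect control and ±100 the full control effect; nearly all actives have a fitted effect of over 60% in size; hits raise eYFP signal because A3G escapes Vif-driven loss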
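HeLa cells stably expressing Vif and C-terminally eYFP-tagged A3G, seeded overnight at 37 deg C, then exposed to compound by pintool overnight at 37 deg C. Rise in yellow fluorescence (Ex 488/Em 500-530, Acumen) marks blocked Vif-driven A3G degradation.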
Vif-APOBEC3F blk: blocks the Vif interaction with APOBEC3F | HeLa A3F-eYFP + Vif (tagged APOBEC3F with the HIV-1 protein that degrades it), YFP fluorescence increase | Potency, µM (series often up to 46.1 µM), inactives show at the highest dose activity, negative = active | actives 0.2% (n = 390,000) | AID 602313; further: potency means the concentration at half of the fitted maximal effect; % of control where 0% means no effect; nearly all actives have a fitted effect of over 65% in size
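Fluorescence increase (Ex 488/Em 500-530) after overnight compound treatment at 37 deg C flags inhibition of Vif-driven A3F-eYFP loss in stable HeLa A3F-eYFP/Vif cells seeded overnight beforehand.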
D1 ag: agonists of human D1 dopamine receptor | P21728 | HEK293 T-REx D1 cells, calcium flux, agonist mode | activation, % at 2 µM | actives 1% (n = 360,000) | AID 504660; in the data active means activation above about 30%; further: 0% is about no effect
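Tetracycline-induced HEK293 TREx D1 cells, force-coupled to calcium signalling, were dye-loaded with a no-wash calcium kit. Compound was pin-added after a 10 s baseline. Fluorescence was read kinetically at 1 cycle/s for 180 s, with calcium rises flagged as agonism.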
D1 antag: blocks dopamine activation of the human D1 receptor; P21728; HEK293 TREx D1 cells, calcium flux, dopamine EC80; stronger effect = lower value; activity change, negative = inhibition, % at 10 µM; actives 3.2% (n = 360,000); AID 504652; in the data active means activity change below about -30%; further: on the % scale 0 is the no-effect control and ±100 the full control effect
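HEK293 T-REx cells expressing inducible, force-coupled D1 receptor; no-wash Ca dye, 30–90 min RT. Cmpd → 180 s read at 1 Hz → EC80 DA → 180 s read.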
RXFP1 ag: activates the human relaxin receptor RXFP1; Q9HBX9; HEK293T-RXFP1 cAMP TR-FRET, 30 min; response scale: percent of porcine relaxin response, buffer zero; Potency, µM (doses to about 57.5 µM), for inactives: top-dose activation, usual class: activators; actives 0.3% (n = 370,000); further: potency means the concentration at half of the fitted maximal effect; on the % scale 0 is the no-effect control and ±100 the full control effect; nearly all actives have a fitted effect of over 60% in size; many of its hits are not listed in these tables
Target sequence (Q9HBX9 whole entry, looked up): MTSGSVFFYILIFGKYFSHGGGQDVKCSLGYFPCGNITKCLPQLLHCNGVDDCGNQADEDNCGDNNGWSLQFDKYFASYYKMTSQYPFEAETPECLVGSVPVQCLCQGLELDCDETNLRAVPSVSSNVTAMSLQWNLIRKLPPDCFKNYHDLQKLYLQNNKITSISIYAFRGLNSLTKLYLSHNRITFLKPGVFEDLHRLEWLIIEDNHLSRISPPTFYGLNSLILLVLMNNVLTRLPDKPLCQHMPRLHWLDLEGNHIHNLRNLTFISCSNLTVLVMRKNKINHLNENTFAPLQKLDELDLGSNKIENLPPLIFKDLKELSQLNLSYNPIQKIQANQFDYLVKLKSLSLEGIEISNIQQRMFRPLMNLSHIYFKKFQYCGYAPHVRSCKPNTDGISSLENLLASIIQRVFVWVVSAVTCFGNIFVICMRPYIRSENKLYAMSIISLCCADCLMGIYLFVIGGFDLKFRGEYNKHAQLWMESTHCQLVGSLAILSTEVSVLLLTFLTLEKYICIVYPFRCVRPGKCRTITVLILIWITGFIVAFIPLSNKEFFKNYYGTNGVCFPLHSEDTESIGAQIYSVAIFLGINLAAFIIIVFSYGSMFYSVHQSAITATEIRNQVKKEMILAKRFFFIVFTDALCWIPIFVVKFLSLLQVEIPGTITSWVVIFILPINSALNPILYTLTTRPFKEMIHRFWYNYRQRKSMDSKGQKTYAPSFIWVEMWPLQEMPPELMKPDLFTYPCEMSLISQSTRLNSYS
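Agonist response is measured as cAMP accumulation in an RXFP1-transfected HEK293T line under PDE4 inhibition. Values are scaled between buffer-only and 29 nM porcine relaxin, and EC50s come from standard Hill equation fits.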
D1 potentiator: human D1 dopamine receptor positive modulation. P21728. HEK293 TREx D1 cells, calcium flux, dopamine EC20 potentiation. potentiation, % at 10 µM. actives 0.036% (n = 360,000); in the data active means potentiation above about 30%; further: 0% is about no effect
LDHA inh: inhibitors of human lactate dehydrogenase A; P00338; purified LDHA, NADH/diaphorase-resazurin fluorescence; stronger effect = lower value; activity change, % (values are at about 110 or 230 µM); actives 0.15% (n = 480,000); AID 1347041; in the data active means activity change below about -30%; inconclusive means mostly about -25% to -30%;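 further: plate controls were DMSO wells for no effect and wells without enzyme for full effect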
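LDH5 2 nM; NADH 0.06 mM, pyruvate 0.2 mM; 200 mM Tris pH 7.4, EDTA, Tween-20; 5 min RT. Detection: diaphorase 0.133 mg/mL + resazurin 37 µM, fluorescence ex540/em590 at 0 and 20 min; normalized to enzyme-free and DMSO wells.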
D2 PAM: D2 dopamine receptor (human) potentiation; actives 0.34% (n = 340,000); P14416; AID 485347; potentiation, % at 10 µM; HEK293 T-REx D2, calcium flux, EC20 dopamine potentiation;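 active means potentiation over 3 SD above the plate norm, cut at about 30% in these data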; further: 0% is about no effect
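Potentiation of an EC20 dopamine calcium response measured kinetically over 180 s, after a preceding 180 s compound-only read flagging agonists. Cells: inducible Hek293 Trex D2 line, 4000/well, cultured overnight at 30 C before dye loading.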
GRP78 ERSR act: induces the endoplasmic reticulum stress response in human glioma cells. U87-MG GRP78 promoter luciferase reporter, 16 h. Potency, µM, for the others: at the top dose activation, usual class: activators. actives 0.02% (n = 420,000). AID 602332; further: potency means the concentration at half of the fitted maximal effect; series mostly up to about 76 µM; % of control where 0% means no effect; nearly all actives have a fitted effect of over 35% in size
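Stably transfected U87-MG human glioma cells carrying a GRP78-based luminescent sensor were seeded at 1000 cells/well, pin-dosed with compounds and incubated 16 h. Luciferase reagent was then added, and end-point luminescence was read after 10 min at room temperature.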
Starred values were filed as active, the others as inactive; ? = inconclusive; nt = no result given; & = joins results of further samples; ! = not active in a repeat. Unless noted, the call rests on the fitted dose curve; in most records, active means well fitted curve in the direction sought with a large enough effect; inconclusive means small, poorly fitted or top-dose-only effect, or another doubt; inactive means no such curve, though single readings can be large; an effect the other way counts as inactive or inconclusive. The list is partial; count on the stated rates, not on these rows.

Value order: Vif-APOBEC3G blk, Vif-APOBEC3F blk, D1 ag, D1 antag, RXFP1 ag, D1 potentiator, LDHA inh, D2 PAM, GRP78 ERSR act
> COc1cc(/C=C2\SC(=S)N(NS(=O)(=O)c3ccccc3)C2=O)cc(OC)c1OC
→ -10%, -2%, 4, 1, 0.7%, 0, -14, 10, 2%
> Cc1cnc(NC(=O)c2ccco2)s1
→ 2%, -17%, 2, 11, 2.0%, -11, 4, 8, -2%
> CC(OC(=O)CCN1C(=O)C2CC=CCC2C1=O)C(=O)Nc1ccc(F)cc1 (centres undefined)
→ -7%, -2%, nt, nt, nt, nt, -7, nt, 1%
> COc1ccc(C)cc1Nc1n[n+](-c2ccccc2)c(-c2ccc(C(=O)O)cc2)s1
→ -10%, -12%, -1, -1, -0.4%, -4, 5, -2, -2%
> CCOc1cc(N2CCOCC2)c(OCC)cc1NC(=O)COC(=O)c1ccc(Cl)cc1N
→ 5%, 0%, 1, 16, -0.4%, -2, 1, 2, -1%
> CC(=O)Oc1cc(C(=O)OCC(=O)NC23CC4CC(CC(C4)C2)C3)cc(OC(C)=O)c1OC(C)=O
→ -10%, -3%, nt, nt, nt, nt, 3, nt, 9%
> CC(=O)Nc1ccc(S(=O)(=O)NCc2cccnc2)cc1
→ -4%, 8%, -1, 20, 0.6%, -3, -3, 24, -4%
> COc1ccc(CN(C)C(C)C(=O)Nc2ccc(S(=O)(=O)N3CCCC3)cc2)c(OC)c1OC (centres undefined)
→ nt, nt, 9, -22, 1.5%, -14, nt, 0, nt
> O=C(/C=C/c1ccc(Cl)cc1)NCCCn1ccnc1
→ 3%, 10%, 0, 6, -0.8%, -1, -2, 9, 3%
> Cc1c(C(=O)c2ccc(Cl)cc2Cl)cnc2cc3c(cc12)OCO3
→ 0%, 0%, 2, 9, -0.2%, 15, -6, nt, -4%
> CCn1c(C(C#N)/C(=N\S(=O)(=O)c2cccs2)c2ccccc2)nc2ccccc21 (centres undefined)
→ 0%, -3%, 7, 0, 0.6%, -1, -6, 7, -3%
> CCCCc1c(O)nc(SCC(=O)N2CCOCC2)n(-c2ccc(OC)cc2)c1=O
→ 2%, 5%, 3, -7, -4.2%, 3, -4, -1, -1%
> CN(CCO)c1nc(N)c(C#N)c(CC#N)c1C#N
→ 0%, 3%, 2, -12, 5.8%, 2, 13, -4, -3%
> CC(NC(=O)Cc1ccc([N+](=O)[O-])cc1)c1ccc2c(c1)OCO2 (centres undefined)
→ -2%, -7%, 6, -6, -0.3%, -2, 1, nt, -6%
> COc1ccccc1N1CCN(C(=O)CCNS(=O)(=O)c2ccc(Br)s2)CC1
→ 2%, -19%, 9, 1, 1.4%, -9, -3, 1, -2%
> O=C(NN1CCOCC1)c1cccc(F)c1
→ 2%, 16%, nt, nt, nt, nt, -6, nt, -5%
> O=C(NC1CCN(Cc2ccccc2)CC1)c1cc(-c2ccccn2)nc2ccccc12
→ 3%, 4%, 0, 3, 0.7%, -8, -6, -9, -5%
> Cc1ccc(Cl)cc1N1CCN(C(=O)CCCCCn2c(=O)[nH]c3ccccc3c2=O)CC1
→ 1%, -12%, 3, 4, 6.3%, 3, 4, 9, -3%
> O=C(OCc1cnc(Cl)s1)c1c(F)cccc1F
→ 10%, -3%, -1, 0, 4.1%, 1, -2, -1, 1%
> CN(C(=O)c1nn(C)c2c1COc1ccccc1-2)c1cccc(C(F)(F)F)c1
→ 6%, -1%, -1, -2, 0.5%, 2, -12, -1, -1%
> Cc1ccc(N/N=C(\C#N)C(N)=S)c(C)c1
→ 4%, 9%, 37*, -35*, -0.8%, -12, -6, 2, 3%
> CCOc1ccc(CN2CCNC(=O)C2CC(=O)NCCCOc2cccnc2)cc1 (centres undefined)
→ 1%, 6%, 2, 4, 0.0%, -1, -1, 1, 0%
> Cc1nn(-c2ccccc2)c(C)c1C(=O)OCC(=O)Nc1ccccc1
→ -1%, 6%, 10, -6, 1.8%, nt, 1, nt, 5%
> COc1ccc(OC)c(S(=O)(=O)NCCCc2ccccc2)c1
→ 2%, 2%, -4, 33, -0.7%, 2, -3, 14, -3%
> Cc1ccc(NS(=O)(=O)c2cc(C(=O)NCCSC3CCCCC3)ccc2C)cc1
→ 1%, -5%, 5, 7, 0.8%, -3, -3, 10, -1%
> CCOC(=O)N1CCN(C(=O)CNC(=O)c2ccc(Cl)cc2Cl)CC1
→ -9%, 0%, 1, 4, -1.0%, 13, -10, -3, -1%
> O=c1c2ccc(Cl)cc2nc2n1CC/C2=C\c1cccc(O)c1
→ 8%, ?, 7, -25, 0.6%, nt, 0, 5, -3%
> CN(C)C(CNC(=O)c1cccc(S(=O)(=O)Nc2ccc(Br)cc2)c1)c1ccco1 (centres undefined)
→ 2%, -2%, 10, 0, 1.7%, -7, 0, -1, 0%
> S=c1[nH]c(-c2ccccc2)cn1/N=C/c1ccncc1
→ 1%, -32%, 1, 6, -0.9%, -3, -5, -4, -4%
> O=C(O)c1nn(-c2ccccc2C(F)(F)F)cc1O
→ 0%, 0%, 4, -5, 0.5%, -1, 2, -4, 0%
> COc1ccc(Cl)cc1NC(=O)C(=O)NC1CCCCCC1
→ -2%, -12%, 6, -11, -0.2%, -1, -4, 1, -4%
> COCCNC(=O)COc1ccc(C)c(C)c1
→ -2%, -9%, 2, -3, -0.4%, -6, -4, 18, -5%
> CC(C)(C)CN1CCN(CC#Cc2ccccc2)CC1CCO (centres undefined)
→ -1%, -3%, 6, 8, 0.8%, -2, 0, -4, 2%
> Cc1ccc(C(=O)OCC(=O)Nc2ccc(S(N)(=O)=O)cc2)c(O)c1
→ -2%, 3%, 0, 4, -0.5%, 3, -2, -4, 4%
> O=C1CCN(Cc2ccccc2)S(=O)(=O)c2c(F)cc(F)cc21
→ -1%&-4%, -3%, 0, -19, 1.6%, 1, 1, 2, -6%&-3%
> O=C(Nc1ccc(S(=O)(=O)NC2=NCCCCC2)cc1)c1cccc(OC(F)F)c1
→ -1%, 0%, nt, nt, nt, nt, -4, nt, -5%
> CCCCC(=O)N(CCOC)c1nnc(-c2cccnc2)s1
→ 0%, 13%, 14, 8, -0.7%, 0, -1, 6, -1%
> COc1ccc(OC)c(S(=O)(=O)N2CCC(NC(=O)c3ccccc3)CC2)c1
→ -3%, 3%, -1, -4, 13%, -8, -8, -7, -2%
> Cc1nc(NC(=O)c2cccc(-c3cc4ccccc4oc3=O)c2)ccc1Br
→ 4%, ?, 3, 6, 1.3%, -6, -8, nt, -1%
> CCCNC(=O)c1c(NC(=O)c2ccccc2F)sc2c1CCCCC2
→ 3%, -12%, 0, 18, 0.3%, 2, -5, 11, -3%
> CC(C)C(NC(=O)c1ccccc1)C(=O)NCCc1ccccc1 (centres undefined)
→ -1%, -16%, 0, 1, 0.0%, -1, -6, 0, -3%
> COCCCNC(=O)CN1C(=O)c2ccccc2C1=O
→ 1%, -11%, 2, 0, 3.3%, -3, -6, 1, -4%
> Cc1nc2ccc(NC(=O)c3ccccc3)cc2c(=O)n1Cc1ccc(F)cc1
→ 0%, -2%, nt, nt, nt, nt, 0, nt, -2%
> O=C(NCc1csc(-c2cccs2)n1)Nc1ccc(C(F)(F)F)cc1
→ -4%, 7%, 7, -23, 7.5%, 0, -2, -5, 0%
> Cc1cc2cc(CN(CCN(C)C)C(=S)NCc3ccco3)c(=O)[nH]c2cc1C
→ 0%, -3%, 0, -10, -0.7%, -3, -7, 9, 2%
> Cc1cc(C)n2nc(SCC(=O)N3CCN(c4ccccc4)CC3)nc2n1
→ 0%, 0%, nt, nt, nt, nt, 1, nt, -5%
> C[C@H](NC(=O)C1CCC(CNC(=O)[C@@H]2CCCN2C(=O)OC(C)(C)C)CC1)C(=O)O (some centres undefined)
→ 1%, -1%, 3, 8, 3.7%, 6, 0, nt, -2%
> CCOC(=O)C1CCN(CCC(=O)Nc2ccc(Br)c(C)c2)CC1
→ -3%&-8%, 1%&-14%, 136*!, 4&0, 2.7%&0.4%, -6&6, -3&0, -4, -3%&-2%
> Cc1ccccc1OCCn1cc(C(=O)C(=O)N2CCOCC2)c2ccccc21
→ -4%, -18%, 3, -4, 0.7%, 5, -6, -3, -3%
> Cc1ccc(-c2cc(C(=O)NC3=NCCS3)c3cc(Br)ccc3n2)o1
→ nt, nt, -1, 16, 14%, -1, nt, 16, nt
> COc1ccc(/C=C(\NC(=O)c2cccs2)C(=O)NCc2ccco2)cc1OC
→ 2%, -18%, 2, -13, -6.4%, -3, -4, -12, -3%
> Cc1ccc(CNC(=O)CSc2nc(N3CCCCC3)nc(N3CCCCC3)n2)cc1
→ 2%, 6%, 2, 29, -0.5%, 3, 0, 3, -8%
> O=C(CCS(=O)(=O)c1ccc(Br)s1)Nc1ccccc1Br
→ -1%, -5%, 7, -6, 2.5%, -7, -2, -6, -1%

Compounds shown so far that contain a furan ring, fused or not, in the order listed:
Value order: Vif-APOBEC3G blk, Vif-APOBEC3F blk, D1 ag, D1 antag, RXFP1 ag, D1 potentiator, LDHA inh, D2 PAM, GRP78 ERSR act
> Cc1cnc(NC(=O)c2ccco2)s1
→ 2%, -17%, 2, 11, 2.0%, -11, 4, 8, -2%
> CN(C)C(CNC(=O)c1cccc(S(=O)(=O)Nc2ccc(Br)cc2)c1)c1ccco1 (centres undefined)
→ 2%, -2%, 10, 0, 1.7%, -7, 0, -1, 0%
> Cc1cc2cc(CN(CCN(C)C)C(=S)NCc3ccco3)c(=O)[nH]c2cc1C
→ 0%, -3%, 0, -10, -0.7%, -3, -7, 9, 2%
> Cc1ccc(-c2cc(C(=O)NC3=NCCS3)c3cc(Br)ccc3n2)o1
→ nt, nt, -1, 16, 14%, -1, nt, 16, nt
> COc1ccc(/C=C(\NC(=O)c2cccs2)C(=O)NCc2ccco2)cc1OC
→ 2%, -18%, 2, -13, -6.4%, -3, -4, -12, -3%
